NOD2 RIPK2 PPI: NOD2-RIPK2 protein interaction inhibition; inhibition, % at 4.98 µM; AID 624267; CHO BLA complementation NOD2-RIPK2, CCF4 ratio; 0.38% of 360,000 active; O43353; in the data active = inhibition above about 21%;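 note: 0% = vehicle only and 100% = reference blocker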
H9c2 protect: protects H9c2 cardiomyocytes from peroxide injury; protection from H2O2 cell death, % at 20 µM; H2O2 injury protection, ATPLite, 2 h; 0.63% of 360,000 active;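 active = compounds giving at least 50% protection of heart cells from peroxide-induced death in the single-dose screen, raw or plate-pattern-corrected value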;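 note: 0% = DMSO wells with peroxide and 100% = DMSO wells without peroxide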
MC4R barr agon: human MC4R agonism via beta-arrestin. activation, % at 8.9 µM. 0.98% of 360,000 active. P32245. U2OS MC4R beta-arrestin complementation, luminescence; percent of melanotan II response, DMSO zero;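 active = activation above a per-plate cutoff, the mean activation of sample wells on that plate plus 3 SD, cut at about 8% in these data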
MC4R antag cAMP: antagonists of human melanocortin 4 receptor (MC4R) | MC4R-expressing cells, MTII-stimulated cAMP, LANCE TR-FRET | P32245 | 0.48% of 360,000 active | inhibition, % at 6.5 µM;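 active = inhibition above its plate's cutoff, the mean of tested wells on that plate plus 3 SD, cut at about 29% in these data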;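 note: 0% = Melanotan II alone and 100% = Melanotan II plus saturating MCL0020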
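Assay system: human MC4R-expressing U2OS cells; reagent: Melanotan II stimulation of cells; dosing: 6.5 µM single dose; timing: compound 30 min, challenge 1 h, detection 1 h; signal: TR-FRET cAMP assay; replicates: one well per compound, no replicates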
TLR9-MyD88 inh: TLR9-MyD88 interaction inhibition; CHO BLA complementation TLR9-MyD88, CCF4 FRET ratio; 0.21% of 340,000 active; AID 504734; inhibition, % at 4.98 µM;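 active = inhibition above the mean over all tested compounds plus 3 SD, cut at about 21% in these data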;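 note: 0% = DMSO only wells and 100% = clavulanate BLA inhibitor control wells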
N-glyco inh: N-linked glycosylation inhibition. D54 ERlucT glycosylation luciferase reporter, 24 h; percent of 100 nM tunicamycin response. reporter increase, % at 12.5 µM. 0.23% of 360,000 active. AID 588692;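 active = mean luciferase reporter signal, scaled so untreated is 0 and the glycosylation-blocking control 100, at or above a set limit in every replicate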;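 note: luciferase carries N-glycosylation sites so blocking glycosylation raises the light; 0% = median of neutral control wells and 100% = median of 100 nM tunicamycin wells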
m5-HT2A agonist: mouse HTR2A agonism via beta-arrestin recruitment; P35363; CHO-K1 mHTR2A beta-arrestin complementation, luminescence; percent of 30 µM serotonin response; activation, % at 7.6 µM; 0.66% of 360,000 active; AID 624169;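 active = activation above a run cutoff, the mean activation of all tested compounds plus 3 SD, cut at about 14% in these data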;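 note: 0% = plate median of compound wells and 100% = 30 µM serotonin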
NCOA2 inhibitor: human SRC2 (NCOA2) inhibition. Q15596. HEK293 GAL4-SRC2 luciferase reporter, luminescence. inhibition, % at 9 µM. 0.17% of 370,000 active. AID 651957;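 active = inhibition above the mean inhibition of all tested compounds plus 3 SD, set per campaign, cut at about 52% in these data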;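 note: 0% = DMSO treated cells and 100% = cells given Gossypol at 36 µM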
ABCB6 inh 2: human ABCB6 transporter inhibition | Q9NP58 | K562-ABCB6 porphyrin accumulation, flow cytometry, 1 h; stronger effect = lower value | fluorescence ratio to DMSO, % at 10 µM | 0.19% of 360,000 active | AID 602162;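 active = fluorescence ratio to DMSO below 75%, the collection mean minus 3 SD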;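 note: signal is porphyrin accumulated inside mitochondria; 100% equals median channel fluorescence of DMSO control wells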
Target sequence (Q9NP58 whole entry, looked up): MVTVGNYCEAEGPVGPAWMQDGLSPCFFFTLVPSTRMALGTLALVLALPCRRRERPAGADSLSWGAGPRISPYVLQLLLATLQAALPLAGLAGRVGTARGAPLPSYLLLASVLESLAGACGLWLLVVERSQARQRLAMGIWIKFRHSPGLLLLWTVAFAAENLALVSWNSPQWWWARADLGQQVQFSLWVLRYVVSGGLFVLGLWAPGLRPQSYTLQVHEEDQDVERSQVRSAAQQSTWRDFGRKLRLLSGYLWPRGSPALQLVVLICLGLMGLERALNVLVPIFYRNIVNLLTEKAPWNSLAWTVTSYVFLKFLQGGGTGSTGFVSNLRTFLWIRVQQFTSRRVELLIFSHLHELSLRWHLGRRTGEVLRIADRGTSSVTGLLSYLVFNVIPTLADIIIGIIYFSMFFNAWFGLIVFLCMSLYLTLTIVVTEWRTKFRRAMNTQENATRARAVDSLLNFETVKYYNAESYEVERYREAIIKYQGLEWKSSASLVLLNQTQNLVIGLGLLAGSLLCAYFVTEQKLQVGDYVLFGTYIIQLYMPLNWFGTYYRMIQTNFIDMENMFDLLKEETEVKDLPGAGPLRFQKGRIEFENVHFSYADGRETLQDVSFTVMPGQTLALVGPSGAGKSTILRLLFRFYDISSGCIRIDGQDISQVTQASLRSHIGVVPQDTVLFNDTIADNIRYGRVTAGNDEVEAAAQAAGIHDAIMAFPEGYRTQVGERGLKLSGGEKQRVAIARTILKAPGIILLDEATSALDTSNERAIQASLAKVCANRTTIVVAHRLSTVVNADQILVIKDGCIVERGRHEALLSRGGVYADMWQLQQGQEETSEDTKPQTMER
ABHD5-PLIN5 inh: ABHD5-PLIN5 protein interaction inhibition | AID 602281 | inhibition, % at 4 µM | Split G. princeps luciferase complementation, luminescence, 4 h | 0.78% of 360,000 active;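 active = inhibition above the mean inhibition across every tested compound plus 3 SD, cut at about 22% in these data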;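 note: 0% = DMSO only wells and the 100% control is not disclosed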
* hit, by the source's call; / = not tested or not shown. This is a subset; count on the stated rates, not on these rows.

Short forms – A = NOD2 RIPK2 PPI; B = H9c2 protect; C = MC4R barr agon; D = MC4R antag cAMP; E = TLR9-MyD88 inh; F = N-glyco inh; G = m5-HT2A agonist; H = NCOA2 inhibitor; I = ABCB6 inh 2; J = ABHD5-PLIN5 inh
(1) O=C(O)c1ccc2c(c1)C(=O)N(NC(=O)c1ccc(O)cc1)C2=O
  A: 2.1; B: 0.3; C: -1.5; D: -1.8; E: -2.8; F: 1.9; G: 0.0; H: -18.8; I: 101.0; J: 7.6
(2) CC1C(=O)C(C)C(c2ccco2)NC1c1ccco1 (configuration not stated)
  A: 10.2; B: -0.7; C: -1.9; D: 1.0; E: -13.5; F: 0.8; G: 4.0; H: -7.5; I: 97.0; J: -5.9
(3) C=CC[C@H]1CC(C)=C[C@H](CC=C)N1C(=O)c1cc(COc2ccccc2SC)on1
  A: 6.8; B: -7.6; C: -1.8; D: 5.2; E: -4.1; F: -6.2; G: -6.7; H: -0.2; I: 106.0; J: -9.7
(4) O=C(CSc1cn[nH]n1)Nc1ccccc1C(=O)O
  A: -13.2; B: -0.4; C: -0.1; D: -3.2; E: 2.6; F: 3.1; G: 3.1; H: 12.3; I: 102.0; J: 6.9
(5) Cc1ccc(S(=O)(=O)N2CCN(C(=O)NCc3ccc(C(=O)O)cc3)CC2)cc1
  A: 3.0; B: -1.6; C: 1.1; D: 19.2; E: 2.7; F: 2.6; G: 5.8; H: -12.0; I: 99.0; J: -1.2
(6) Cc1ccc(Cl)cc1Nc1nc(-c2sc(NC(=O)C(C)(C)C)nc2C)cs1
  A: 0.9; B: -17.9; C: 0.2; D: 2.3; E: -13.2; F: -6.0; G: -3.2; H: 9.3; I: 104.0; J: -26.4
(7) CCC(C)(C(=O)NC1CCCCC1)N(C(=O)CNC(=O)c1ccccc1)c1c(C)n(C)n(-c2ccccc2)c1=O (configuration not stated)
  A: -3.6; B: -7.3; C: 0.1; D: 12.3; E: -10.0; F: 0.9; G: 0.5; H: 4.7; I: 96.0; J: 0.3
(8) COc1cc(C2Nc3cc(C)c(C)cc3NC3=C2C(=O)CC(C)(C)C3)ccc1OC(C)=O (configuration not stated)
  A: 7.9; B: 1.1; C: -1.2; D: 10.0; E: -6.4; F: 2.4; G: -0.8; H: 9.4; I: 102.0; J: 3.8
(9) O=C(CSc1ncccn1)NCCc1ccccc1
  A: -8.9; B: 2.5; C: -1.8; D: 1.9; E: -2.2; F: 2.0; G: 2.7; H: 2.8; I: 103.0; J: -0.4
(10) CCn1cc(SCC(N)=O)c2ccccc21
  A: -11.3; B: -1.1; C: -0.3; D: 0.8; E: -4.7; F: -0.4; G: -2.4; H: -17.7; I: 98.0; J: -1.9
(11) O=C(COc1ncnc2ccccc12)NCCC1=CCCCC1
  A: -11.2; B: -0.8; C: -0.6; D: 4.0; E: 1.2; F: 0.5; G: 2.6; H: -4.5; I: 109.0; J: 1.6
(12) Cc1ncc([N+](=O)[O-])n1CC(=O)N/N=C/c1ccc(F)cc1
  A: 0.3; B: 1.4; C: -1.3; D: 1.0; E: -3.1; F: 3.5; G: -1.3; H: -21.6; I: 157.0; J: -8.2
(13) CC(C)CC1(C)NC(=O)N(CC(=O)Nc2ccc3c(c2)CCC3)C1=O (configuration not stated)
  A: -8.6; B: -5.5; C: -1.8; D: 3.6; E: -2.1; F: 10.0; G: 2.0; H: -2.5; I: 93.0; J: -0.1
(14) COc1ccc(C(C(=O)Nc2ccc(F)cc2)N(C(=O)Cn2nnc3ccccc32)C2CC2)cc1 (configuration not stated)
  A: -0.6; B: 4.3; C: -1.0; D: 0.7; E: -1.4; F: -1.6; G: -5.0; H: -1.6; I: 101.0; J: -4.2
(15) CC1CC(OCC(O)C[N+]2(C)CCOCC2)CC(C)(C)C1 (configuration not stated)
  A: -2.3; B: -5.6; C: -1.3; D: 5.8; E: -3.2; F: -0.1; G: 3.6; H: -6.8; I: 92.0; J: 8.6

Looked up above:
no. 5 @ MC4R antag cAMP: 19.2
no. 6 @ m5-HT2A agonist: -3.2

(further entries)
Short forms – A = NOD2 RIPK2 PPI; B = H9c2 protect; C = MC4R barr agon; D = MC4R antag cAMP; E = TLR9-MyD88 inh; F = N-glyco inh; G = m5-HT2A agonist; H = NCOA2 inhibitor; I = ABCB6 inh 2; J = ABHD5-PLIN5 inh
(16) O=C1NCCCC1C(=O)N/N=C/c1cccc(Cl)c1 (configuration not stated)
  A: -8.2; B: -1.3; C: 3.3; D: 10.0; E: -9.7; F: -0.1; G: -0.8; H: -18.7; I: 97.0; J: 2.3
(17) Cc1ccc(-c2nn(-c3ccccc3)cc2C(=O)Nc2ccc(C)c(S(=O)(=O)N3CCOCC3)c2)cc1
  A: -0.8; B: 0.5; C: -0.6; D: 5.6; E: -5.8; F: -3.6; G: -1.1; H: 3.8; I: 95.0; J: -8.1
(18) CCOc1c(Cl)cc(CNc2ccc(N3CCCC3)cc2)cc1OC
  A: 2.5; B: -19.5; C: -4.3; D: -19.3; E: 0.9; F: 16.3; G: 1.7; H: 1.5; I: 109.0; J: 0.4
(19) CCOc1ccccc1C(=O)NC(C(=O)OCC(=O)NNC(=O)c1cccs1)C(C)C (configuration not stated)
  A: -6.3; B: 8.2; C: 2.4; D: 4.8; E: 6.6; F: -2.5; G: -0.1; H: 0.6; I: 94.0; J: -9.9
(20) CCOC(=O)CN1C(=O)NC2(CCCc3ccccc32)C1=O (configuration not stated)
  A: -6.9; B: 0.2; C: 0.7; D: 6.2; E: -0.7; F: -0.7; G: 2.9; H: -2.8; I: 85.0; J: 2.1
(21) Cc1ccc(-c2csc3ncnc(N4CCN(S(=O)(=O)c5ccc(C#N)cc5)CC4)c23)cc1
  A: -7.9; B: 10.8; C: -2.2; D: 0.4; E: 12.6; F: -6.7; G: -1.8; H: -25.0; I: 97.0; J: 3.5
(22) Clc1cccc(Nc2nc(-c3ccncc3)cs2)c1
  A: 4.3; B: -16.5; C: 0.1; D: 20.8; E: -3.0; F: -7.7; G: 13.5; H: 4.0; I: 100.0; J: 3.8
(23) COc1cc(C(F)(F)F)nc2c(Br)c(C(C)(C)C)nn12
  A: -15.6; B: 5.4; C: 1.8; D: -5.8; E: /; F: 5.7; G: -0.7; H: -20.3; I: 97.0; J: 1.7
(24) O=[N+]([O-])c1ccc(Cl)c(S(=O)(=O)Nc2ccc(-c3ccc(N4CCCC4)nn3)cc2)c1
  A: -4.2; B: 6.0; C: -1.5; D: 0.6; E: 2.7; F: -3.7; G: 2.9; H: -16.2; I: 92.0; J: -6.0

Part of the list above, showing only ABHD5-PLIN5 inh, NCOA2 inhibitor and H9c2 protect:
| No. | SMILES | ABHD5-PLIN5 inh | NCOA2 inhibitor | H9c2 protect |
| --- | --- | --- | --- | --- |
| 21 | Cc1ccc(-c2csc3ncnc(N4CCN(S(=O)(=O)c5ccc(C#N)cc5)CC4)c23)cc1 | 3.5 | -25.0 | 10.8 |
| 22 | Clc1cccc(Nc2nc(-c3ccncc3)cs2)c1 | 3.8 | 4.0 | -16.5 |
| 23 | COc1cc(C(F)(F)F)nc2c(Br)c(C(C)(C)C)nn12 | 1.7 | -20.3 | 5.4 |
| 24 | O=[N+]([O-])c1ccc(Cl)c(S(=O)(=O)Nc2ccc(-c3ccc(N4CCCC4)nn3)cc2)c1 | -6.0 | -16.2 | 6.0 |

Whole records, looked up by structure. Values in the order: NOD2 RIPK2 PPI | H9c2 protect | MC4R barr agon | MC4R antag cAMP | TLR9-MyD88 inh | N-glyco inh | m5-HT2A agonist | NCOA2 inhibitor | ABCB6 inh 2 | ABHD5-PLIN5 inh
Results for `Cc1ccc(-c2csc3ncnc(N4CCN(S(=O)(=O)c5ccc(C#N)cc5)CC4)c23)cc1` : -7.9 | 10.8 | -2.2 | 0.4 | 12.6 | -6.7 | -1.8 | -25.0 | 97.0 | 3.5
Results for `O=[N+]([O-])c1ccc(Cl)c(S(=O)(=O)Nc2ccc(-c3ccc(N4CCCC4)nn3)cc2)c1` : -4.2 | 6.0 | -1.5 | 0.6 | 2.7 | -3.7 | 2.9 | -16.2 | 92.0 | -6.0
Results for `Clc1cccc(Nc2nc(-c3ccncc3)cs2)c1` : 4.3 | -16.5 | 0.1 | 20.8 | -3.0 | -7.7 | 13.5 | 4.0 | 100.0 | 3.8
Results for `O=C1NCCCC1C(=O)N/N=C/c1cccc(Cl)c1` (configuration not stated) : -8.2 | -1.3 | 3.3 | 10.0 | -9.7 | -0.1 | -0.8 | -18.7 | 97.0 | 2.3

Assay outcomes: PubChem, several laboratories
